Source: PubChem
PKA-R2B act = activates the human PKA-R2B holoenzyme complex; P22694+P31323; PKA-R2B holoenzyme dissociation, Cy5-IP20 fluorescence polarization; R2B truncated from residue 108, S112A mutant; 0% DMSO only, 100% 113 µM cGMP; activation, % at 11.4 µM; 340,000 tested, 0.079% active; AID 504700;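 active = activation above a cutoff set at the mean over all compounds plus 3 SD, cut at about 18% in these data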;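 also: higher means more holoenzyme dissociation and a rise in polarization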
Target sequence (P31323 whole entry, looked up, other chains not shown, the tested form may be a part): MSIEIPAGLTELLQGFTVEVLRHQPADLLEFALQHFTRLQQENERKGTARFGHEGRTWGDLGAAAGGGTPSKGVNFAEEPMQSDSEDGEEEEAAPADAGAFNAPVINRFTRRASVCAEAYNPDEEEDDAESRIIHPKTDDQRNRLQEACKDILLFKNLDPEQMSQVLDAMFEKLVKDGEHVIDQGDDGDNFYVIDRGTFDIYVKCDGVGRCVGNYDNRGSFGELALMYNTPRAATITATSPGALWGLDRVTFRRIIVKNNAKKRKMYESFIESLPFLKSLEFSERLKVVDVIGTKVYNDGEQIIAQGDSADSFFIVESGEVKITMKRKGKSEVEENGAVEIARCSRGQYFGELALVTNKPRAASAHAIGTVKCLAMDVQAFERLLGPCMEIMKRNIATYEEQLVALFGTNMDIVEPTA
HTR5A ag = HTR5A agonism, opioid heterodimer counter-screen | P47898 | HTR5A agonist assay, luminescence, cell-based | activation, % at 9.3 µM | 340,000 tested, 0.61% active; in the data active = activation mostly above about 9.5%, no sharp cut-off; inactive = mostly below about 7.6%;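 also: 0% = cells with vehicle only and 100% = reference agonist; strong numbers were not always called active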
AddAB inh = less growth of phage-infected E. coli with AddAB; E. coli expressing H. pylori AddAB, absorbance growth; inhibition, % at 11.9 µM; 330,000 tested, 0.29% active; AID 435030; in the data active = inhibition above about 12%;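 also: 0% = vehicle wells of infected cells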
HTR5A inv ag = HTR5A inverse agonism, opioid heterodimer counter-screen | inhibition, % at 9.3 µM | HTR5A cell line, luminescence | 340,000 tested, 0.083% active | P47898; in the data active = inhibition mostly above about 23%, no sharp cut-off; inactive = mostly below about 18%;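 also: 0% = cells with DMSO and 100% = no-cell wells with DMSO; some compounds called inactive have numbers as strong as hits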
CDK5 inh = blocks human CDK5/p35 kinase activity. Q00535+Q15078. AID 488839. inhibition, % at 10 µM. 330,000 tested, 0.01% active. Recombinant CDK5/p35, ADP-Glo luminescence, 60 min;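 active = highest replicate inhibition of at least 50% and at least 75% of replicates reaching 50%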;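 also: plate controls were DMSO neutral control for no effect and GW8510 at 10 µM for full effect; many of its hits are not listed in these tables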
Target sequence (Q00535 whole entry, looked up): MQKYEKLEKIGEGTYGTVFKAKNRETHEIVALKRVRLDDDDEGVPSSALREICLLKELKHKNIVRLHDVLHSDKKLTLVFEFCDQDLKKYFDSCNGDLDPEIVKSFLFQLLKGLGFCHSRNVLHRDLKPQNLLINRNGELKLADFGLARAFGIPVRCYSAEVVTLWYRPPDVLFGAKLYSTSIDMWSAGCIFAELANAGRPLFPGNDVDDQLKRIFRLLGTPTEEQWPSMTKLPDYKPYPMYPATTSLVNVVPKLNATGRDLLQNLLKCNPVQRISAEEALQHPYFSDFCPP
Target sequence (Q15078 whole entry, looked up): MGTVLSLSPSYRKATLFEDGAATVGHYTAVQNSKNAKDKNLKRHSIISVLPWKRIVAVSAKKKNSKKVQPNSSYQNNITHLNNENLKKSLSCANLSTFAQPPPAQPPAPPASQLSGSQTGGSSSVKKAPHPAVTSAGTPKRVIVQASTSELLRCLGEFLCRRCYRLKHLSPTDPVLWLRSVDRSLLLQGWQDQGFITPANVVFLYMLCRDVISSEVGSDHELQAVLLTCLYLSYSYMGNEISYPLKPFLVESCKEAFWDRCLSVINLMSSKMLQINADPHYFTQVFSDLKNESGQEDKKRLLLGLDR
PKA-R1A act = activators of PKA-R1A complex. 340,000 tested, 0.083% active. P00514+P68181. PKA-R1A dissociation, Cy5-IP20 fluorescence polarization; scaled: DMSO 0%, 113 µM cGMP 100%. activation, % at 11.4 µM;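 active = percent activation above the mean of all tested compounds plus 3 SD, cut at about 19% in these data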;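 also: higher means more PKAc released from R1A so a rise in polarization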
Tat export inh = blocks Tat-dependent protein export in E. coli | 340,000 tested, 0.036% active | inhibition, % at 10 µM | E. coli MC4100 TorA-mCherry Tat export, fluorescence | AID 488895;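 active = mean replicate inhibition at least 50% and at least half of replicates individually reaching 50%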;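 also: exported cargo escapes ClpAP degradation while cytoplasmic cargo is degraded and loses fluorescence; 0% = median of neutral control wells and 100% = median of NaSCN control wells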
SUMO Mot1 rescue = inhibitors of SUMOylation pathway: yeast Mot1-301 growth rescue | S. cerevisiae Mot1-301 growth rescue, ATP luminescence, 38.5C; percent above DMSO median, 100 means doubled | growth rescue, % at 18.8 µM | 320,000 tested, 1% active | AID 2716;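 active = every valid replicate shows activation above 250% relative to neutral control wells; inactive = the rest, any valid replicate at or below 250%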;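 also: OY570 slx delta 5 strain wells were the positive control but not used for scaling; some compounds called inactive have numbers as strong as hits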
E coli growth = bacterial growth inhibition, counter-screen for AddAB inhibitors. 330,000 tested, 0.27% active. E. coli V3065 growth, OD600 absorbance, 18 h. inhibition, % at 11.9 µM;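 active = inhibition above the campaign's mean inhibition across all tested compounds plus 3 SD, cut at about 9.9% in these data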;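 also: uninfected addAB+ strain grown without phage in ampicillin broth; 0% = DMSO wells and 100% = ciprofloxacin 0.95 µg/ml wells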
DAGLB inh = blocks human DAGLB lipase activity | Q8NCG7 | HEK293T DAGLB membrane lysate, EnzChek fluorogenic substrate | inhibition, % at 5.17 µM | 340,000 tested, 0.059% active | AID 504411; in the data active = inhibition above about 34%;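 also: 0% = enzyme with vehicle and 100% = wells lacking enzyme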
phage Ecoli inh = E. coli growth loss with phage present. growth absorbance. AID 651602. inhibition, % at 11.9 µM. 360,000 tested, 0.26% active; in the data active = inhibition above about 11%
Starred values were filed as active, the others as inactive; · = no result given. Outcome played no part in choosing rows; 2.3% or so of the library scored in one or more.

SMILES	PKA-R2B act	HTR5A ag	AddAB inh	HTR5A inv ag	CDK5 inh	PKA-R1A act	Tat export inh	SUMO Mot1 rescue	E coli growth	DAGLB inh	phage Ecoli inh
CC(=O)Nc1ccc(NC(=O)Cn2c(-c3ccc(F)cc3)cnc2SCC(=O)Nc2c(C)cccc2C)cc1	-2.2	1.5	-1.7	8.2	0.4	-0.8	-9.4	5.3	-1.2	12.7	2.6
COC(=O)c1ccccc1NC(=O)N1CCN(Cc2ccco2)CC1	5.6	-6.0	1.5	14.3	0.0	0.6	-6.9	6.3	-1.0	-2.5	3.9
COCC(=O)N1CCC(Oc2ccc(C(=O)N3CCCCCCC3)cc2)CC1	-0.8	1.9	1.5	-4.6	-0.8	11.8	-2.3	-7.3	0.6	-1.7	3.6
COC(=O)c1cccc(NC(=O)CCCN2C(=O)NC3(CCCC3)C2=O)c1	-8.7	-9.9	·	-5.8	0.4	2.6	-1.9	·	·	0.2	1.5
CCOC(=O)c1ccc(Nc2cc(C)nc(-c3ccccc3O)n2)cc1	1.0	-6.9	-0.3	16.0	0.8	-5.8	0.7	-3.5	-2.0	-11.1	1.6
CCC1=C(OC(=O)N(CC)CC)N2C(=O)OC(=NCC(=O)OC)[C@]2(Cc2ccccc2)[C@H]2C1=CC[C@H]1C(=O)N(CC(=O)OC)C(=O)[C@H]12	-1.5	6.7	-0.2	5.0	1.7	-7.0	-2.0	11.6	1.3	-0.6	0.6
CSCCC(=O)N1CCCC(N(C)CCc2ccccc2)C1 (stereo unspecified)	-8.8	-1.1	-0.1	3.7	1.3	0.2	-4.4	17.4	1.8	-0.7	2.4
Nc1nonc1-n1nnc(C(=O)N/N=C/c2ccc(Cl)cc2Cl)c1CN1CCCC1	-0.8	2.3	4.6	-6.9	0.4	0.5	4.4	6.2	0.4	-0.5	0.6
CC1CCCC(NC(=O)Cn2cc([N+](=O)[O-])ccc2=O)C1C (stereo unspecified)	-2.5	0.8	-2.1	-2.3	1.4	-4.4	1.0	5.1	0.3	-0.9	1.0
COc1ccc(NC(=O)CCS(=O)(=O)c2ccc(OC)cc2)cc1	2.7	1.2	1.0	-3.1	-1.8	-1.6	3.4	3.0	0.5	1.2	0.2
C/C(=N/OC(=O)C1CC1c1ccccc1)c1ccccc1 (stereo unspecified)	-9.4	0.8	3.1	-2.0	0.4	1.3	6.8	4.0	1.2	-13.3	0.8
Cc1ccc(-c2nc(CSc3nc4ccccc4c(=O)n3C)cs2)cc1	-8.4	1.3	1.4	-4.3	0.0	-5.4	-0.1	-9.5	-0.2	-3.6	2.7
Cc1ccc(C(=O)N2CCN(c3ccccc3F)CC2)cc1NC1=NC2CS(=O)(=O)CC2S1 (stereo unspecified)	-1.7	-2.7	5.4	-1.9	-1.9	-8.7	-1.8	-21.3	1.7	-0.5	2.5
CCCNS(=O)(=O)c1ccc(OC)c(Cl)c1Cl	3.7	-0.5	-1.4	-14.9	1.5	-6.4	-10.3	-3.2	0.3	-0.7	2.0
COc1cc(C(=O)O)cc(NC(=O)c2ccco2)c1OC	-13.1	12.3*	-0.1	-38.8	-0.7	-13.4	1.7	19.1	-0.5	-2.1	1.8
CCOC(=O)C[C@H]1c2ccc(C(F)(F)F)cc2S(=O)(=O)N1C1CCCC1	-3.2	2.1	2.5	-5.8	-4.8	-11.0	1.0	14.4	1.2	-7.6	0.0
O=C(NCCc1ccccc1)C1CCCN1S(=O)(=O)c1cccc2nsnc12 (stereo unspecified)	0.2	0.9	0.7	-20.4	·	7.7	-3.7	291.1	-0.6	1.8	0.5
Cc1ccnc(SCC(=O)N2CCN(C(c3ccccc3)c3ccccc3)CC2)n1	-7.4	7.8	1.2	-21.5	-1.5	-2.3	5.1	10.2	0.1	-0.3	2.1
Cc1cc(C)n(-c2ccc(N3CCOCC3)nn2)n1	-9.4	0.6	0.2	-7.2	0.7	3.7	-0.3	1.2	0.9	-0.8	-0.3
CCn1c(=O)cc(OCC(=O)NC2CCCCC2)c2ccccc21	12.3	11.9	1.2	-28.4	3.6	-8.6	5.0	-7.6	0.4	0.8	2.5
COc1ccc(N=Cc2ccc[nH]2)cc1	-1.2	2.9	-0.3	-7.5	0.5	8.4	-5.9	-7.8	-1.6	-3.6	1.1
O=C1N=C(N2CCN(c3ccccc3)CC2)S/C1=C\c1ccco1	-2.6	1.8	3.1	-17.5	2.6	-4.4	12.9	7.1	-0.4	4.8	2.0
Cc1nnc(NC(=O)CSc2nnc(-c3ccoc3C)n2CC(C)C)s1	15.9	-1.5	1.6	15.9	-0.3	4.4	-3.7	-9.8	0.5	0.5	-4.1
COc1ccc(C(=O)Cn2c3ccccc3n3nc(CCC(=O)O)c(=O)nc23)cc1OC	4.9	-1.0	2.5	-22.6	0.6	3.6	-3.0	-4.0	-0.4	-0.2	0.7
COc1ccc(S(=O)(=O)N2CCN(C(=O)c3cccc(Cl)c3)CC2)cc1	-12.2	2.3	1.9	4.1	-0.1	-5.4	1.2	-12.3	0.2	0.9	2.2
O=C(CN1CCN(C(=O)C2CCC2)CC1)Nc1ccc(F)cc1	-6.0	6.7	3.2	-16.8	-0.4	-0.8	-10.8	35.4	-0.9	1.3	0.6
O=C(CSc1nc2ccccc2c(=O)n1NC(=O)Cc1ccccc1)NCc1ccccc1Cl	3.0	0.2	0.0	-3.4	-1.8	-14.2	9.1	6.0	-2.2	2.5	0.9
Nc1cc(=O)[nH]c(SCCSc2cc(Cl)ccc2Cl)n1	3.7	1.9	-0.1	-7.3	0.4	-7.3	-3.7	-6.0	0.6	-1.1	-0.2
CN(Cc1ccccc1)C1CCNCC1	1.4	6.2	5.8	-23.2	0.0	4.2	0.9	7.2	2.4	-1.8	4.7
COc1ccccc1C(NC(=O)C1CCCCC1)c1c(O)ccc2ccccc12 (stereo unspecified)	9.7	5.8	4.5	2.0	1.4	-2.6	-5.0	-13.9	-0.3	0.6	2.3
O=C(Oc1ccc(Cl)cc1N1C(=O)CCC1=O)c1ccco1	5.5	3.2	5.0	-30.9	-0.9	-4.5	0.8	144.6	3.3	0.4	3.4
CCCCSc1nnc(C)c(=O)[nH]1	-8.2	-1.1	2.1	6.7	-0.1	-3.4	-8.0	-8.2	2.7	-3.0	-0.2
Nc1nonc1-n1nnc(C(=O)N/N=C/c2cccc(F)c2)c1CN1CCCCCC1	6.2	-2.2	3.3	6.0	0.8	-0.7	-9.0	134.3	-3.6	-0.2	3.5
CCOc1c(OC)cccc1C1CC(=O)Nc2cc(OC)c(OC)cc21 (stereo unspecified)	6.3	7.8	1.9	-22.9	-3.0	-13.4	6.0	-8.8	-0.3	-0.1	1.1
CN(C)c1ccc(P(=O)(OCc2ccccc2)C(O)c2ccc(Br)cc2)cc1 (stereo unspecified)	8.2	3.4	0.2	8.7	1.7	-15.6	-3.4	252.8	-2.0	0.1	2.1
CCc1ccc2c(c1)cc(CN(C(=S)Nc1ccccc1Cl)C1CC1)c1nnnn12	-3.6	2.5	-0.3	-12.8	-1.8	-6.2	18.6	1.9	2.9	-1.3	0.8
O=C(Nc1cccc(S(=O)(=O)N2CCOCC2)c1)c1cccc(S(=O)(=O)N2CCCCC2)c1	8.0	-9.9	·	24.1	2.0	-4.1	1.3	·	·	-1.6	1.2
Cc1cc(C)cc(C(=O)NCC(=O)NCCc2c[nH]c3ccccc23)c1	5.2	1.5	-0.7	-16.7	0.9	-2.9	-5.5	-8.8	-2.6	-1.7	1.7
Cc1cccc(C(=O)Nc2cc(S(=O)(=O)N3CCOCC3)ccc2N2CCCC2)c1	7.0	4.6	·	5.7	-0.1	5.9	0.5	·	·	0.4	1.8
CC1(C(=O)OCC(=O)Nc2nc(-c3ccc(F)c(F)c3)cs2)CC1(Cl)Cl (stereo unspecified)	-4.7	1.6	5.2	0.5	-0.2	1.2	0.9	36.7	3.9	-6.5	1.6
COc1cc2ccccc2cc1C(=O)Nc1ccc(S(=O)(=O)Nc2cc(C)on2)cc1	-0.3	-0.5	1.0	-12.9	-1.6	5.7	22.7	-11.7	-0.3	5.2	2.4
O=C(Nc1cccc(C(=O)N2CCCCCC2)c1)c1ccco1	-0.9	6.5	3.4	-0.2	-0.3	-10.9	-5.8	8.9	0.5	-3.4	4.2
Cc1nn(Cc2ccccc2Cl)c(C)c1C(=O)N1CCN(c2ccccc2)CC1	5.5	5.8	2.1	-15.0	1.1	-6.9	22.0	-3.0	1.1	0.9	1.6
CC(C)NC(=O)NC(=O)COC(=O)c1ccccc1F	6.2	2.7	-0.7	4.6	-1.0	-3.0	1.4	-11.4	-0.3	0.3	0.2
O=C(COC(=O)c1cc(Br)ccc1O)NC12CC3CC(CC(C3)C1)C2	-3.5	1.6	-1.0	-5.7	0.2	-10.4	3.5	-1.8	-3.0	1.1	0.1
O=C(O)Cc1sc(=O)[nH]c1O	0.2	1.3	·	-4.5	-0.1	3.7	-5.8	·	·	-2.3	0.4
CC(=O)c1cccc(NC(=O)N2C3CCCC2CC(NC(=O)C2CC2)C3)c1 (stereo unspecified)	-0.7	1.4	3.6	-4.3	0.9	-6.0	-5.3	143.2	-0.9	-0.7	1.0
COc1ccc(OCC(O)CN2CC(C)OC(C)C2)cc1 (stereo unspecified)	3.5	-1.9	4.1	7.2	-0.6	1.6	-0.4	10.1	-0.9	0.1	0.1
CN=c1sc(C(=O)Nc2cccc(Cl)c2)cc(=O)n1C	7.9	3.8	1.0	-11.5	0.8	7.7	-6.7	-30.0	0.0	-10.5	0.4
CC(=O)Nc1ccc(C(=O)Nc2ccc3c(c2)OCCO3)cc1	1.8	5.1	1.6	-19.9	-0.9	3.9	-8.4	403.3	2.7	-3.4	2.5
CC(C)(C)S(=O)(=O)N1C[C@H]2CC/C=C\C/C(c3ccccc3)=C\2[C@@H]1CCO	-3.1	0.5	·	-1.6	1.3	-1.9	10.5	·	·	0.7	1.5
c1ccc2ncc(-n3cnnn3)cc2c1	-10.2	0.7	0.1	1.8	-2.1	0.5	-9.2	1.3	0.2	0.7	4.0
C/C=C/c1ccc(OCCCCN(C)Cc2ccccc2)c(OC)c1	-8.2	-1.2	0.2	4.8	0.9	2.9	-1.6	21.2	0.8	-2.4	-3.7
O=c1c2ccccc2nc(-c2ccco2)n1CCc1ccc(O)cc1	-0.9	3.4	-0.8	-12.8	-0.8	-2.9	-4.8	41.0	0.6	0.0	2.4
